Screening results as filed in PubChem BioAssay.
tim23-1 inh – growth inhibitors of tim23-1 mutant yeast, primary screen, luminescence, uHTS; 330,000 tested, 1.3% active; inhibition, % at 20 µM; S. cerevisiae tim23-1 growth, BacTiter-Glo luminescence, 24 h; AID 463212, 2010;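 active = growth inhibition of the mutant yeast at or above 50%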;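 also: temperature-sensitive mutant grown at 25 °C; plate controls were DMSO-treated mutant yeast for no effect and medium wells lacking yeast for full effect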
MPTP inh – mitochondrial permeability transition pore inhibitors, primary screen, biochemical, isolated mouse mitochondria, absorbance; inhibition, % at 10 µM; 360,000 tested, 1.4% active; Ca2+ swelling absorbance, 30 min;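 active = inhibition of 50% or more, scaled per plate between neutral and stimulator controls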;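 also: 0% = DMSO wells given calcium and 100% = 1 mM EGTA wells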
TIM10 inh – growth inhibitors of isogenic TIM10 control yeast, primary screen, counter-screen for tim10-1 yeast inhibitor project, luminescence, uHTS; inhibition, % at 10 µM; S. cerevisiae TIM10 strain growth, BacTiter-Glo luminescence, 24 h; 330,000 tested, 1.4% active; AID 463195, 2010;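 active = inhibition of 40% or more at the single tested concentration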;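 also: wild-type TIM10 isogenic control strain grown at permissive 25 °C; 0% = DMSO yeast wells and 100% = minimal medium wells without yeast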
NALP3 yeast inh – NALP3 inflammasome inhibitors in reconstituted yeast, primary screen, luminescence, uHTS | 330,000 tested, 0.39% active | Yeast reconstituted NLRP3/ASC/caspase-1, beta-gal luminescence, 24 h | inhibition, % at 10 µM;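 active = inhibition of 50% or more; inactive = inhibition below 50%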;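 also: plate controls were induced DMSO wells for no effect and uninduced yeast grown without galactose for full effect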
APJ agonist – agonists of human apelin receptor APJ, primary screen, CHO-K1 cells, PathHunter beta-arrestin, luminescence | P35414 | AID 2520, 2010 | activation, % at 20 µM | 0% DMSO wells, 100% apelin | 330,000 tested, 0.11% active;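 active = activation more than six SD over the plate average, tested at 20 µM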;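 also: 0% = DMSO alone and 100% = apelin-13 at 10 nM; some results filed as inactive read as strong as hits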
Target sequence (P35414 whole entry, looked up): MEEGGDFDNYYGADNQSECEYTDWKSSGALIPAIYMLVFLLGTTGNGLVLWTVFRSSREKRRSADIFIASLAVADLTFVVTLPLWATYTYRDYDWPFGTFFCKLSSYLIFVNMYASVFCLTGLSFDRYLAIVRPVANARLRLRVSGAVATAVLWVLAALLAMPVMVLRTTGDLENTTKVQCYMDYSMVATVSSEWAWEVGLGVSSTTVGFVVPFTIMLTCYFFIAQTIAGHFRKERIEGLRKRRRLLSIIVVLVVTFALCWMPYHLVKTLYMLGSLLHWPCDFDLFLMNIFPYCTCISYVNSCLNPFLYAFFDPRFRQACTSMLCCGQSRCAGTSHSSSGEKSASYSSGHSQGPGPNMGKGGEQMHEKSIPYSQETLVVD
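Material: engineered CHO-K1 APJ arrestin reporter cells; amount: 1000 CHO-K1 reporter cells seeded per well; incubation: compound stimulation 90 min at 25 °C, detection 60 min; signal: luminescent beta-gal fragment complementation, chemiluminescent substrate; read-out basis: APJ agonist activity; controls: DMSO-only wells as negative, 10 nM Apelin-13 as positive control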
APJ antagonist – antagonists of human apelin receptor APJ, primary screen, CHO-K1 cells, beta-arrestin complementation, luminescence | inhibition, % at 20 µM | 330,000 tested, 0.32% active | AID 2521, 2010;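 active = inhibition above about 40% at 20 µM, limit read from the data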;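 also: cells challenged with 10 nM apelin-13 agonist together with compound; plate controls were apelin-13 plus DMSO wells for no effect and DMSO wells lacking apelin-13 for full effect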
beta cell repl – inducers of MIN6 beta-cell proliferation, primary screen, ATP luminescence, uHTS. MIN6 cells proliferation, ATPlite luminescence, 48 h; cells starved in 0.2% serum; 100% = growth in 10% serum. proliferation, % at 10 µM. 330,000 tested, 0.29% active. AID 2380, 2010;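 active = compounds whose signal lies at least 3.5 SD above the mean of all wells on their plate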;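 also: 0% = DMSO-treated cells in low-serum medium and 100% = 10% serum control; some compounds called inactive have numbers as strong as hits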
GRIN3A LBD mod – binders of NR3A ligand-binding domain, primary screen, biophysical, differential scanning fluorimetry, uHTS. NR3A LBD differential scanning fluorimetry, Tm shift; 0% = protein alone, 100% = glycine-bound protein. AID 1259313, 2017. 340,000 tested, 2.5% active. Tm shift relative to glycine control, % at 25 µM;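 active = melting temperature shift of at least 10% of the positive control shift, at one fixed dose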
tim10-1 inh – growth inhibitors of tim10-1 mutant yeast, primary screen, luminescence, uHTS; S. cerevisiae tim10-1 ts strain growth, BacTiter-Glo, 24 h; inhibition, % at 20 µM; 330,000 tested, 2.2% active; AID 463190, 2010;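 active = inhibition of at least 40%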;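 also: mutant grown at 25 °C; 0% = DMSO wells with yeast and 100% = wells holding no yeast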
* = called active by the depositor; nt = not tested or not shown; & = joins results of further samples.

SMILES | tim23-1 inh | MPTP inh | TIM10 inh | NALP3 yeast inh | APJ agonist | APJ antagonist | beta cell repl | GRIN3A LBD mod | tim10-1 inh
O=C(CNC(=O)c1ccccc1F)Nc1ccc2c(c1)OCO2 | -16.4 | -0.4 | -6.3 | 4.5 | -0.5 | -3.1 | -2.9 | -1.0 | -9.8
O=C(c1cccs1)n1nc(NCc2ccccc2)nc1NCc1ccccc1 | -0.3 | 0.4 | 17.8 | 11.1 | -0.1 | 7.2 | -5.2 | 0.3 | 17.1
COc1ccc(OCC(=O)NNc2nc3ccccc3s2)cc1 | -6.4 | 3.3 | 10.1 | 18.3 | 2.3 | 7.1 | -2.5 | -0.4 | 13.0
COC(=O)Cc1c[nH]c2cccc(OCC(O)CN(Cc3ccc([N+](=O)[O-])cc3)C(C)(C)C)c12 (stereo unspecified) | 35.2 | 25.4 | 22.8 | 11.6 | -3.9 | 10.3 | -4.8 | -3.3 | 32.5
COc1ccc(N(C(=O)c2ccco2)C(C(=O)NC2CCCC2)c2cccs2)cc1 (stereo unspecified) | 24.6 | 0.2 | 9.2 | 2.1 | 0.2 | 10.0 | -2.3 | 0.0 | 13.0
CC1(C)CC(=O)C2=C(C1)Nc1cc(Cl)ccc1S2 | 32.1 | 3.6 | 27.4 | 9.8 | 10.0 | -29.4 | -5.5 | -1.2 | 15.8
N#CC(=C=[N-])/C=C(\C(=O)c1ccccc1)[n+]1ccccc1 | 5.3 | -0.3 | 10.4 | 8.6 | 0.6 | 14.2 | 0.9 | -2.1 | 3.0
Cc1cc2c(cc1S(=O)(=O)Nc1ccc(F)cc1)n(C)c(=O)c(=O)n2C | 2.1 | -1.6 | -5.4 | -3.0 | -0.6 | 6.2 | -0.2 | -0.8 | -9.5
CCOC(=O)N1CCC(C(N)=O)CC1 | -100.2 | 0.5 | 12.4 | -1.4 | -0.6 | 3.5 | -2.4 | 0.0 | -3.6
O=C(N/N=C/c1ccc(C(=O)O)cc1)C1=NNC(c2ccccc2)(c2ccccc2)C1 | 14.0 | 0.2 | 12.7 | 5.5 | -0.2 | 23.1 | -2.7 | 0.7 | 18.5
CCOc1ccc(NS(=O)(=O)c2cc(C(=O)N3CCN(C(C)=O)CC3)ccc2Cl)cc1 | 5.2 | 1.3 | 5.2 | 12.7 | -0.2 | 1.6 | 1.3 | -5.2 | 5.5
Cc1cc(C(=O)CN2CCCC2)c(C)n1-c1ccc(Cl)cc1 | 21.8 | -0.6 | -1.0 | 9.8 | -2.1 | -5.4 | -2.1 | -3.2 | 15.6
Cc1ccc(-c2cnc3cc(C)nn3c2)cc1 | 2.4 | -1.9 | -8.0 | -7.8 | -2.4 | -0.6 | -5.4 | -0.6 | 39.7
C/C(N)=C(/C#N)C(=O)COC(=O)COc1ccc(Cl)cc1C | -4.0 | 1.5 | -12.7 | 4.7 | -0.9 | -4.5 | -0.5 | 4.8 | 14.3
Oc1c(C(c2ccccn2)N2CCCCC2)cc(Cl)c2cccnc12 (stereo unspecified) | 52.9* | 3.6 | -16.7 | 18.7 | -8.4 | 36.9 | -6.4 | -2.4 | 19.9
COC(=O)c1ccc(COc2ccccc2/C=C(\C#N)C(=O)Nc2ccccc2C)cc1 | 8.5 | 0.2 | 3.2 | 4.4 | 2.6 | -22.0 | 0.0 | -7.1 | 14.1
COc1ccc(-c2cccc([C@H]3[C@@H]4C=CC[C@@H](C)[C@@H]4C(=O)N3Cc3ccccc3)c2)cc1 | 28.4 | 0.6 | -3.8 | nt | nt | nt | nt | 3.1 | 11.4
COc1cc(NC(=O)C(c2ccccc2)c2ccccc2)c(C(=O)O)cc1OC | 3.3 | 0.0 | 4.1 | 14.5 | -1.2 | -16.1 | -1.8 | -1.2 | -16.0
Cc1nn(-c2ccc(Cl)cc2)c(=O)c2ccccc12 | 18.5 | 0.3 | -7.9 | 2.5 | -3.4 | 23.4 | -0.1 | 0.0 | 7.4
O=C(CCn1c(=S)[nH]c2cc3c(cc2c1=O)OCO3)N1CCc2ccccc2C1 | 12.4 | nt | 17.1 | 18.0 | -2.1 | -1.2 | 2.3 | nt | 25.0

Whole records as entered above:
`Cc1nn(-c2ccc(Cl)cc2)c(=O)c2ccccc12` is listed as tim23-1 inh = 18.5; MPTP inh = 0.3; TIM10 inh = -7.9; NALP3 yeast inh = 2.5; APJ agonist = -3.4; APJ antagonist = 23.4; beta cell repl = -0.1; GRIN3A LBD mod = 0.0; tim10-1 inh = 7.4
`N#CC(=C=[N-])/C=C(\C(=O)c1ccccc1)[n+]1ccccc1` is listed as tim23-1 inh = 5.3; MPTP inh = -0.3; TIM10 inh = 10.4; NALP3 yeast inh = 8.6; APJ agonist = 0.6; APJ antagonist = 14.2; beta cell repl = 0.9; GRIN3A LBD mod = -2.1; tim10-1 inh = 3.0

Next results follow.
SMILES | tim23-1 inh | MPTP inh | TIM10 inh | NALP3 yeast inh | APJ agonist | APJ antagonist | beta cell repl | GRIN3A LBD mod | tim10-1 inh
CCN1C(=O)[C@H]2[C@@H](c3ccc(-c4ccc5c(c4)OCO5)cc3)N[C@@](Cc3ccccc3)(C(=O)OC)[C@H]2C1=O | 20.3 | 0.5 | 8.1 | -7.0 | -2.7 | -1.4 | -3.5 | -3.7 | 5.1
CCN(CC)CCCN=Cc1c(-c2ccccc2)[nH]n(-c2nc3ccccc3s2)c1=O | -5.2 | 0.8 | 9.2 | 0.0 | -1.1 | 4.7 | -4.2 | -2.7 | -5.7
Cc1sc(NC(=O)CN2CCCC2)nc1-c1ccc2c(c1)CCN2C(=O)c1cccc(F)c1 | 15.1 | 58.7* | 13.4 | 31.7 | -0.8 | 16.3 | -4.7 | -2.2 | 22.9
Cc1cc(C)c(OCCCCN(C)Cc2ccccc2)c(C)c1 | 11.0 | 2.0 | 2.1 | 27.4 | -3.4 | 13.1 | -0.1 | -3.2 | 10.9
O=C(NC(NC1CCS(=O)(=O)C1)C(Cl)(Cl)Cl)c1cccc(Cl)c1 (stereo unspecified) | 3.9 | 0.8 | 8.4 | 2.9 | 0.2 | 9.1 | 0.9 | -1.7 | 8.4
CN1/C(=C\C(=O)CSc2nnc(NCc3ccccc3)s2)C(C)(C)c2ccccc21 | 36.0 | 3.1 | 8.2 | 5.7 | -1.8 | -3.1 | -4.6 | -4.5 | 27.9
Cc1cc(/C=C(\C#N)C(=O)NCC2CCCO2)c(C)n1-c1ccc(Cl)cc1 (stereo unspecified) | 31.1 | -0.8 | 6.3 | 7.9 | -3.4 | 8.1 | 0.4 | 1.7 | 22.0
C=CCNC(=S)N1CCc2[nH]c3ccccc3c2C1 | -8.1 | 2.0 | 8.2 | 8.3 | -1.0 | -19.9 | -1.4 | -15.2 | 19.2
Cc1ccnc(NC(=O)/C=C/c2ccccc2[N+](=O)[O-])c1 | 15.9 | nt | 29.5 | 26.6 | -3.3 | 18.9 | -3.8 | nt | 22.9
CC(C)CNC(=O)c1ccc(COc2ccc(Cl)cc2Cl)o1 | 32.2 | -5.5 | 5.7 | 24.9 | -3.2 | 5.7 | -5.3 | -11.3 | 15.7
CCN(CC(=O)Nc1ccc(NC(C)=O)cc1)c1ccc(C(F)(F)F)cn1 | 1.8 | -0.5 | -0.9 | 5.9 | -1.3 | 10.1 | -2.2 | 0.9 | -14.5
O=C(CCC1CCCN(Cc2ccc3c(c2)OCCO3)C1)NCc1ccc(F)c(F)c1 (stereo unspecified) | -1.6 | -1.7 | -2.2 | -19.5 | -3.7 | 2.8 | -0.3 | -1.3 | -1.0
COc1cccc(-c2cc3nc4c(c(N5CCC6(CC5)OCCO6)n3n2)CCC4)c1 | -17.0 | 2.0 | -19.5 | 20.5 | -3.2 | -8.7 | -2.2 | 3.4 | -41.7
Cn1c(=O)[nH]c2nnc(-c3ccc(Cl)c(Cl)c3)nc2c1=O | 8.8 | 2.8 | 3.1 | 14.7 | -4.2 | 8.9 | -3.1 | 5.0 | 14.1
Cc1ccnc(NS(=O)(=O)c2ccc(-n3cccn3)cc2)c1 | 14.6 | -0.9 | 2.2 | 18.1 | 4.4 | -1.0 | -3.1 | -3.3 | -7.9
COCCn1c(SCC(=O)NCc2ccccc2)nnc1-c1ccco1 | 7.9 | -0.6 | 7.8 | -8.9 | -7.0 | 7.6 | 1.7 | 0.1 | -2.9
Cc1nc(SCC(=O)Nc2ccc(Cl)cc2[N+](=O)[O-])nc(C)c1C | 26.2 | 0.2 | 21.6 | 19.0 | -1.1 | -32.6 | -2.7 | -0.1 | 18.9
CC1CCCC(C)N1/N=C/c1ccc(C#N)cc1 (stereo unspecified) | 18.7 | -1.4 | 3.3 | 8.9 | -2.4 | 5.5 | -4.1 | 0.4 | 7.2
COc1ccc2c(c1)CCN(C(=O)CCl)C2C1C(=O)CCCC1=O (stereo unspecified) | -4.3 | 0.6 | -4.3 | 8.7 | -0.9 | 1.9 | -1.8 | -1.3 | 9.2
CCN1CCN(Cc2ccc(NC(=O)c3cc(NC(=O)C4=NN(c5ccccc5)C(=O)C4)cc(OC)c3)cc2C(F)(F)F)CC1 | 20.6 | -0.1&-0.9 | 11.4 | 9.7 | -0.2 | 16.2 | -5.8 | 4.7 | 2.5
CCC(=O)NC(=S)Nc1cccc(NC(=O)c2ccccc2)c1 | 25.0 | -1.6 | 10.5 | 5.9 | -3.3 | -5.4 | 0.2 | -1.5 | 22.4
CCOc1ncccc1C(=O)OCC(=O)NC1CC1 | 0.6 | -0.1 | -11.2 | -12.4 | -1.3 | -5.0 | -1.5 | 1.7 | 4.4
CCc1ccc(-c2nc(CN3CCC(C(=O)N4CCN(c5ccccn5)CC4)CC3)c(C)o2)cc1 | -0.8 | 1.4 | -3.7 | 20.5 | 0.9 | -19.0 | -6.0 | 1.1 | 7.3
N/C(=N\OS(=O)(=O)c1ccc2ccccc2c1)c1ccncc1 | 11.9 | -2.7 | -1.3 | -1.6 | 27.7* | -30.6 | 1.5 | 0.4 | 24.0
O=C(Nc1ccc2c(c1)C(=O)NC2=O)c1cccc(Cl)c1 | 1.4 | 0.7 | -3.4 | 2.6 | -0.5 | -66.2 | 3.8 | 3.1 | -6.6
Cc1csc(NC(=O)C(CC(C)C)NS(=O)(=O)c2ccc3c(c2)oc(=O)n3C)n1 (stereo unspecified) | 8.7 | 0.3 | -1.1 | 19.0 | -2.3 | 11.6 | -4.0 | 0.6 | 3.3
CN(C)C/C=C/C(O)(c1ccccc1)c1ccccc1 | -46.0 | 1.3 | -16.0 | 5.0 | 1.0 | -7.9 | -2.0 | -0.1 | -34.4
CC(=O)Nc1ccc(S(=O)(=O)NC(CC(=O)NCCCN2CCOCC2)C(C)C)cc1 (stereo unspecified) | 0.4 | -1.6 | -1.3 | 13.7 | -1.3 | -22.4 | -1.6 | 0.3 | -1.9
O=C(COC(=O)c1ccc(S(=O)(=O)N2CCCCC2)cc1)NCc1ccc(F)cc1 | -3.7 | -0.6 | -14.1 | 11.8 | -6.1 | -44.2 | 2.1 | 1.2 | -13.4

No enrichment for hits. Share with any hit: about 7.2%.
